Source: PubChem BioAssay (several laboratories)
Hep lipid drop – modulators of hepatic lipid droplet formation. AML12 mouse hepatocytes, oleate lipid droplets, BODIPY imaging. inhibition, % at 6.5 µM. actives 0.4% (n = 240,000). AID 1656;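 active = lipid droplet intensity inhibited by at least 50%, with more than 500 cells counted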
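System: AML12 hepatocytes (mouse). Probe or stimulus: oleic acid at 100 µM to induce lipid droplet formation. Times: overnight treatment with compound plus oleate. Detection: Image-based BODIPY and DAPI two-channel analysis. Evaluation: percent inhibition of filter-corrected integrated lipid droplet intensity per well.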
human PMI inhibitors – MPI inhibition at elevated mannose 6-phosphate – biochemical, fluorescence intensity, high mannose 6-phosphate, primary screen (AID 1220) | inhibition, % at 20 µM; hits with a dose series show IC50 in µM | recombinant PMI enzyme, coupled fluorescence intensity; higher % means a stronger effect | actives 0.66% (n = 190,000)
M17LAP inhibition – P. falciparum M17LAP inhibitors, primary screen, biochemical, fluorogenic H-Leu-NHMec substrate, 1536-well (AID 1619); recombinant M17LAP, H-Leu-NHMec fluorogenic kinetic assay; higher % means a stronger effect; inhibition, % at 30 µM, or IC50 in µM where a hit was titrated; actives 0.38% (n = 220,000);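 active = compound inhibiting the enzyme by more than half at any dose during confirmatory dose-response retesting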;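 also: plate controls were full reaction with DMSO carrier for no effect and no enzyme background for full effect; strong numbers were not always called active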
human PMI inhibition – inhibitors of human PMI, primary screen, biochemical, fluorescence intensity, coupled assay (AID 1209); purified PMI enzyme, coupled fluorescence intensity; higher % means a stronger effect; one-dose inhibition, % at 20 µM; IC50 in µM for titrated hits; actives 0.42% (n = 190,000);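 also: plate controls were DMSO vehicle for no effect and wells lacking substrate for full effect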
TNAP activators – human TNAP enzyme activators, primary screen, biochemical, luminescent, no phosphate acceptor, uHTS (AID 1001); purified TNAP, luminescent activation assay, no phosphate acceptor; higher activation fold means a stronger effect; activation fold at 20 µM; hits with a dose series show EC50 in µM; actives 0.03% (n = 200,000); in the data active = activation fold from about 3, or a potency from the dose series; inactive = the rest, 99 in 100 with activation fold below about 1.6; also: many of its hits are not listed in these tables
Siah-1 displacement – Siah-1 peptide-binding antagonists, primary screen, biochemical, fluorescence polarization, rhodamine-plectin, uHTS (AID 1817). Siah-1 / rhodamine-plectin peptide fluorescence polarization; higher % means a stronger effect. displacement, % at 20 µM, or IC50 in µM where a hit was titrated. actives 0.02% (n = 290,000);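 active = displacement of at least 50% at 20 µM, with a fluorescence ratio check between 0.3 and a set limit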;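 also: plate controls were Siah plus tracer with DMSO for no effect and tracer alone without Siah for full effect; strong numbers were not always called active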
P. falciparum M1AAP – malaria alanyl aminopeptidase activity blockers – biochemical, fluorogenic H-Leu-NHMec substrate, 1536-well (AID 1445); recombinant M1AAP, H-Leu-NHMec fluorogenic kinetic assay; higher % means a stronger effect; one-dose inhibition, % at 30 µM; IC50 in µM for titrated hits; actives 0.42% (n = 220,000);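 active = primary inhibition above the hit cutoff, then over 50% inhibition at one or more dose response concentrations, cut at about 23% in these data, passing the limit was not always enough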;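 also: plate controls were DMSO full reaction for no effect and no enzyme background for full effect; strong numbers were not always called active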
XIAP antagonists – XIAP antagonists, biochemical, IAP family, fluorescence polarization (AID 1018); XIAP BIR domain, fluorescence polarization peptide displacement; higher % means a stronger effect; one-dose displacement, % at 20 µM; IC50 in µM for titrated hits; actives 0.007% (n = 200,000); in the data active = displacement above about 50%; also: a part of the inactive calls stands beside numbers as strong as those of hits
UTI89 phage lysis – inhibition of K1F phage lysis, E. coli UTI89, bacterial capsule biogenesis inhibitors, alamar blue (AID 488966); E. coli UTI89 K1F phage lysis, alamar blue, 2 h; higher % means a stronger effect; one-dose inhibition, % at 100 µM; IC50 in µM for titrated hits; actives 0.02% (n = 340,000);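 active = phage lysis inhibition, versus mean bacterial control, above a set limit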;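 also: capsule biogenesis inhibitors block K1F phage lysis so surviving cells raise fluorescence; higher fluorescence means more inhibition of phage lysis; actives were called in the ten point dose series up to 300 µM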
Hep lipid drop cells 6.5 µM – recorded beside Hep lipid drop, whose call it bears; cell count; measured here: cell count, cytotoxicity flag;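 cells counted across two imaged fields per well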
* = called active by the depositor; / = no result given; [ ] = remark or other dose. Rule as the data show it, unless noted: active = inhibition above about 50%; inactive = the rest.

SMILES	Hep lipid drop	Hep lipid drop cells 6.5 µM	human PMI inhibitors	M17LAP inhibition	human PMI inhibition	TNAP activators	Siah-1 displacement	P. falciparum M1AAP	XIAP antagonists	UTI89 phage lysis
O=C1NC[C@H](c2ccccc2)N(CC2CCCCC2)C1=O	3	703	/	4%	/	/	0%	8%	/	0.2%
O=C(CSc1nnc(-c2ccc(Cl)cc2)n1CC1CCCO1)NC1CCS(=O)(=O)C1 (stereo not given)	23	753	-6%	-5%	-10%	1.1	0%	2%	1.0%	0.2%
COc1cccc(-n2c(Cc3cc(=O)[nH]c(=O)[nH]3)nnc2SCc2cccc(C(F)(F)F)c2)c1	-33	750	-7%	4%	-9%	1.2	12%	8%	-1.1%	0.3%
O=c1oc2cc(OCc3ccc(C(F)(F)F)cc3)ccc2cc1-c1ccccn1	/	/	-4%	-9%	-7%	1.1	-2%	-4%	-6.1%	2.6%
CC(=O)c1ccc(-c2ccc([C@H]3[C@H]4C=CC[C@@H](C)[C@@H]4C(=O)N3Cc3ccccc3)c(F)c2)cc1	-2	706	/	1%	/	/	2%	6%	/	0.8%
COC(=O)c1ccc(NC(=O)COc2ccc(S(=O)(=O)NC(C)(C)C)cc2)cc1	6	707	8%	0%	-1%	1.1	11%	1%	-1.2%	0.3%
O=C(Nc1ccc(N2CCOCC2)cc1)c1c(F)cccc1Cl	14	747	6%	3%	-1%	1.1	2%	1%	-6.1%	2.3%
CCOC(=O)N1CCC(=NNc2ccc(S(=O)(=O)N3CCOCC3)cc2[N+](=O)[O-])CC1	4	692	4%	4%	-7%	1.1	2%	8%	-3.7%	6.2%
Cc1cc(C(=O)CSc2n[nH]c(-c3ccccc3F)n2)c(C)n1Cc1cccs1	7	830	5%	16%	15%	0.1	4%	10%	-3.1%	0.8%
Cc1cccc(N2CCN(S(=O)(=O)c3c(C)[nH]c(=O)[nH]c3=O)CC2)c1C	/	/	-6%	-1%	-2%	1.1	2%	-6%	-1.1%	3.4%
CC[n+]1c(/C=C2/C=C(C)CC(C)C2)sc2ccccc21 (stereo not given)	-3	666	-85%	-1%	-36%	1	1%	15%	-2.7%	0.1%
COC(=O)C(Cc1c[nH]c2ccccc12)NC(C)=O (stereo not given)	-13	730	2%	13%	3%	1.1	-6%	2%	-0.5%	0.3%
CCCOc1cccc(C(=O)Nc2cccc(NC(=O)c3ccco3)c2)c1	/	/	6%	-3%	-3%	1.1	0%	4%	-3.8%	1.3%
Cn1c(=O)c2c(nc(N/N=C/c3cccnc3)n2Cc2ccccc2)n(C)c1=O	-30	675	/	12%	/	/	-2%	6%	/	0.0%
Cn1c(N)c(C(=O)CSc2nc3ccccc3c(=O)n2Cc2ccccc2)c(=O)n(C)c1=O	-1	666	/	-1%	/	/	9%	-5%	/	2.1%[50 µM]
Cc1ccc(OCC(=O)Nc2ccc(N3CCCC3)cc2)cc1C	/	/	-16%	0%	-28%	1	-2%	-1%	0.6%	0.2%
COc1cc([N+](=O)[O-])ccc1-c1ccc(C(=O)Nc2ccc(NC(C)=O)cc2)o1	11	666	-32%	12%	-20%	1	-3%	2%	-6.9%	0.3%
Cc1nc(Nc2ccc3c(c2)OCO3)c2oc3ccccc3c2n1	/	/	-8%	3%	-2%	0.7	-4%	5%	-6.4%	11%
CCN(C(=O)c1coc(=O)c(Br)c1)c1ccc2c(c1)OCO2	/	/	43%	8%	50%	1.1	1%	7%	-0.4%	1.2%[50 µM]
Cc1cccc(NC(=O)/C(C#N)=C\c2cc(C)n(-c3ccc(C(=O)O)cc3)c2C)c1	13	686	7%	16%	3%	1.1	1%	12%	-3.5%	0.1%
O=C1CCC(C(=O)Nc2ccc(OC(F)F)cc2)N1 (stereo not given)	/	/	2%	8%	-2%	1.2	5%	0%	-2.0%	0.6%
CCn1c(C(=O)N2CCc3ccccc3C2)cc2sccc21	/	/	1%	14%	1%	1	-2%	-2%	-3.7%	0.2%
Cc1ccc(NC(=O)c2cccs2)cc1NC(=O)c1cccnc1	7	670	4%	0%	2%	1.1	-3%	4%	-9.7%	0.2%
Cc1nc(NC(=O)CSc2nc3cccnc3n2C2CCCCC2)sc1C	/	/	9%	3%	9%	1.1	3%	-8%	-7.2%	2.5%
COC(=O)CCc1c(C)c(C(=O)c2cc(F)c(F)c(F)c2F)c2ccccn12	-14	611	24%	-2%	30%	1.1	10%	1%	-3.4%	-0.5%
CC(C)OCC(O)Cn1c(N2CCCC2)nc2c1c(=O)[nH]c(=O)n2C (stereo not given)	1	734	11%	0%	16%	1	-1%	-6%	-18%	0.3%
Cc1ccc(C(C)C)cc1NC(=O)Nc1ccc([N+](=O)[O-])cc1	16	646	/	9%	/	/	0%	7%	/	1.5%
Cc1ccnc(SCc2cc(=O)c(OC(=O)c3ccc(S(=O)(=O)N(C)C)cc3)co2)n1	3	726	18%	6%	16%	1.1	-1%	-3%	-4.0%	2.7%[50 µM]
CC(=O)N1CCn2c3c(c4cc(C)ccc42)CCCC31 (stereo not given)	1	579	0%	5%	1%	1.1	-1%	-3%	-0.4%	0.0%
Cc1cccc(-n2c(SCc3cc(=O)n4ccsc4n3)nc3ccccc3c2=O)c1	13	708	2%	-5%	4%	1	1%	-10%	-6.7%	0.5%
COc1ccc(-n2ncc(S(=O)(=O)c3ccccc3)c2-c2ccc(Cl)cc2)cc1	-14	629	19%	4%	18%	1.1	3%	7%	-3.2%	0.2%
CCS(=O)(=O)N1CCN(c2nc(-c3ccccc3)cs2)CC1	-2	741	-3%	13%	2%	1	-3%	6%	-9.4%	-1.2%
O=C1CCC/C1=C/Nc1cccc(F)c1	-11	663	/	20%	/	/	0%	14%	/	0.8%
CC(=O)CC1(O)C(=O)N(Cc2ccccc2)c2ccccc21 (stereo not given)	/	/	-4%	11%	-5%	1	1%	-1%	-4.6%	0.5%
Cc1ccc(Cl)cc1N1CCN(C(=O)COc2ccc(S(=O)(=O)NC(C)C)cc2)CC1	/	/	13%	3%	14%	1.1	-5%	0%	-6.3%	1.1%
CC1CCN(C(=O)CSc2nncn2C)CC1	/	/	-5%	-11%	-10%	1	-1%	-2%	-0.6%	0.9%

4 records picked at random from those above, as already listed:
SMILES	Hep lipid drop	Hep lipid drop cells 6.5 µM	human PMI inhibitors	M17LAP inhibition	human PMI inhibition	TNAP activators	Siah-1 displacement	P. falciparum M1AAP	XIAP antagonists	UTI89 phage lysis
Cc1cccc(-n2c(SCc3cc(=O)n4ccsc4n3)nc3ccccc3c2=O)c1	13	708	2%	-5%	4%	1	1%	-10%	-6.7%	0.5%
CC(=O)CC1(O)C(=O)N(Cc2ccccc2)c2ccccc21 (stereo not given)	/	/	-4%	11%	-5%	1	1%	-1%	-4.6%	0.5%
Cc1ccc(C(C)C)cc1NC(=O)Nc1ccc([N+](=O)[O-])cc1	16	646	/	9%	/	/	0%	7%	/	1.5%
Cc1ccc(Cl)cc1N1CCN(C(=O)COc2ccc(S(=O)(=O)NC(C)C)cc2)CC1	/	/	13%	3%	14%	1.1	-5%	0%	-6.3%	1.1%

Further compounds
SMILES	Hep lipid drop	Hep lipid drop cells 6.5 µM	human PMI inhibitors	M17LAP inhibition	human PMI inhibition	TNAP activators	Siah-1 displacement	P. falciparum M1AAP	XIAP antagonists	UTI89 phage lysis
CC(C)(C)n1nnc(CCc2nnn(C(C)(C)C)n2)n1	-4	614	16%	-2%	13%	1.1	4%	5%	-2.9%	0.5%
COCCNC(=O)c1onc(CSc2ccc(C(C)C)cc2)c1C(=O)O	/	/	-2%	13%	7%	1.1	12%	-6%	-6.2%	-2.7%
Cc1ccc(S(=O)(=O)N2CCN(C(=O)Cc3ccccc3)CC2)cc1	24	812	4%	6%	7%	1.1	2%	10%	-3.9%	-0.3%
CC(C)(C)OC(=O)N[C@@H](Cc1ccccc1)c1nnc(SCC(=O)O)o1	/	/	-2%	8%	-7%	1	0%	4%	-6.2%	0.8%
CC(C)(C)N=Cc1cc(-c2ccccc2)sc1O	8	808	3%	0%	2%	1.1	1%	7%	-2.5%	0.4%
Cc1cc2c(ncn2Cc2ccccc2)c(N)c1C	/	/	32%	10%	14%	1.1	4%	2%	-3.3%	0.3%
COCCN(C(=S)Nc1cccc(Cl)c1C)C(C)c1ccco1 (stereo not given)	49	626	/	-7%	/	/	-5%	-6%	/	-0.1%
Cc1ccc(N(C(=O)C2CCCC2)C2C=CS(=O)(=O)C2)cc1C (stereo not given)	-4	669	15%	-3%	18%	1.1	-7%	5%	-8.9%	0.0%
O=C(C/C=N\OCc1ccc([N+](=O)[O-])cc1)Nc1ccc(Br)cc1	3	726	10%	4%	13%	1.1	1%	5%	-15%	-0.2%
Cc1ccc(NC(=O)Cn2cc(S(=O)(=O)c3ccc(F)cc3)c(=O)c3cc(F)ccc32)cc1	7	731	-3%	-2%	-2%	1	-6%	0%	-5.3%	7.9%
O=C(CSc1nncc(=O)[nH]1)NCc1ccccc1	10	737	-1%	7%	3%	1.1	4%	-14%	-5.4%	-0.6%
C=CCNC(=O)c1ccccc1NC(=O)c1ccccc1C	-23	650	0%	0%	-2%	1.1	10%	-3%	-12%	1.2%
O=[N+]([O-])c1cccc(-c2nc(Oc3ccc(Cl)cc3)c3ccccc3n2)c1	25	623	7%	-3%	-15%	0.8	-6%	4%	-5.9%	/
CC(C)Sc1nc2ccccc2c(=O)[nH]1	5	771	-5%	2%	5%	1.1	0%	7%	-2.6%	0.2%
Cc1cc(NC(=O)c2cc3nc(C4CC4)cc(C(F)(F)F)n3n2)no1	-6	789	3%	7%	7%	1.1	7%	-2%	-4.0%	1.7%
COc1cc(C)nc2nc(SCc3ccccc3)nn12	/	/	9%	-5%	5%	1.1	1%	3%	-0.3%	3.5%
Cc1ccccc1OCC(=O)Nc1ccc2c(c1)n(C)c(=O)n2C	-7	685	-5%	-4%	-5%	1.1	0%	1%	-3.5%	0.1%
COCCn1c(SCC(N)=O)nc2c(c1=O)SC(C)C2 (stereo not given)	9	788	10%	7%	7%	1.1	2%	5%	-0.6%	-0.4%
Cc1nn(C)cc1C1C2=C(CC(C)(C)CC2=O)OC2=C1C(=O)CC(C)(C)C2	-3	730	-13%	14%	-17%	1.1	6%	6%	2.5%	0.0%
COc1cccc(C2CC(c3ccccc3Cl)Nc3nc(N)nn32)c1 (stereo not given)	0	717	1%	-4%	-2%	1	-3%	7%	-6.4%	0.7%
COCCN=c1scc(C)n1/N=C/C1CC2C=CC1C2 (stereo not given)	0	704	11%	-1%	6%	1.1	-9%	8%	-10%	-1.4%
CC(C)CCOP(=O)(c1ccc(N(C)C)cc1)C(O)c1ccccc1F (stereo not given)	/	/	6%	13%	0%	1	-5%	11%	-0.7%	0.2%
CCCc1cc(=O)n2[nH]c(NCc3ccccc3Cl)nc2n1	/	/	6%	23%	3%	1	2%	0%	-5.7%	0.1%
